Screens: PubChem BioAssay, The Scripps Research Institute Molecular Screening Center
PAFAH1B3 inh: PAFAH1B3 (human) inhibition; Q15102; recombinant PAFAH1B3, FP-rhodamine probe, fluorescence polarization; inhibition, % at 3.39 µM; 340,000 tested, 0.28% active; AID 492972;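 active = inhibition above the screen-wide average of all tested compounds plus 3 SD, cut at about 25% in these data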;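 also: 0% = enzyme with DMSO only and 100% = wells lacking PAFAH1B3 protein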
Target sequence (Q15102 whole entry, looked up): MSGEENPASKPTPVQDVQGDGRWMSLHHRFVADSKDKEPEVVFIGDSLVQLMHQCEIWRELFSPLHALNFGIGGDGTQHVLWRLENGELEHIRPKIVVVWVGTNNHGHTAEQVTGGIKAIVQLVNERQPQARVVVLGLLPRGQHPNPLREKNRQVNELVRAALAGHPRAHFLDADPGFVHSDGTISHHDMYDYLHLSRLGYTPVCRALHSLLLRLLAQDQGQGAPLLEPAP
PME-1 inh: PME-1 (human) inhibition. inhibition, % at 5.9 µM. 320,000 tested, 0.53% active. AID 2130. recombinant PME-1, FP-Rh probe fluorescence polarization;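 active = inhibition above the campaign mean of all compounds plus 3 SD, cut at about 26% in these data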;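 also: competitive labeling of PME-1 active site by serine hydrolase directed probe; 0% = PME-1 with DMSO and 100% = wells lacking PME-1 enzyme; inhibitors block probe labeling so polarization falls and inhibition rises; many of its hits are not listed in these tables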
Fam108B counter: counter-screen for RBBP9 inhibitors: inhibitors of mouse Fam108B. recombinant Fam108B, FP-Rh probe fluorescence polarization. inhibition, % at 9.51 µM. 300,000 tested, 0.33% active. AID 1947;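 active = inhibition above the screen mean inhibition plus 3 SD, computed separately per campaign, cut at about 18% in these data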;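 also: inhibitors lower polarization as less probe binds the enzyme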
LYPLA1 inh: counter-screen for PME1 inhibitors: inhibitors of human LYPLA1; O75608; recombinant LYPLA1, FP-Rh probe fluorescence polarization; inhibition, % at 5.9 µM; 320,000 tested, 0.16% active;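 active = inhibition above the mean of all tested compounds plus 3 SD, set per campaign, cut at about 14% in these data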;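 also: inhibitors block serine hydrolase probe labeling of LYPLA1 so polarization falls; 0% = enzyme with DMSO and 100% = wells lacking LYPLA1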
Target sequence (O75608 whole entry, looked up): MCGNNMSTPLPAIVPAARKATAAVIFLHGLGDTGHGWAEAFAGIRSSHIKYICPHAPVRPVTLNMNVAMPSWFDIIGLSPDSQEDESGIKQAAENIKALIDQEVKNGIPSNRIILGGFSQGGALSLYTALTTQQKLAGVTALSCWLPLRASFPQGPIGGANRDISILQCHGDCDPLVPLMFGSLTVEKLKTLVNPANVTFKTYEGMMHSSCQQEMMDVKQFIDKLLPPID
PAFAH2 inh: inhibitors of human PAFAH2 | recombinant PAFAH2, FP-rhodamine activity probe, fluorescence polarization | inhibition, % at 3.39 µM | 340,000 tested, 0.99% active | AID 492956;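 active = inhibition above the mean over all tested compounds plus 3 SD, cut at about 30% in these data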;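 also: inhibitors block probe labeling of enzyme so polarization drops; 0% = enzyme with DMSO and 100% = wells lacking PAFAH2 protein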
PAFAH1B2 FP inh: inhibitors of human PAFAH1B2; recombinant PAFAH1B2, FP-rhodamine activity probe, fluorescence polarization; inhibition, % at 3.39 µM; 340,000 tested, 1.2% active; AID 492953;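 active = inhibition above the mean of all tested compounds plus 3 SD, cut at about 24% in these data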;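 also: 0% = enzyme with DMSO and 100% = wells lacking PAFAH1B2; many of its hits are not listed in these tables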
PAD4 FP inh: PAD4 (human) enzyme inhibition; recombinant PAD4, RCA probe fluorescence polarization; 330,000 tested, 0.41% active; inhibition, % at 6.36 µM; Q9UM07; AID 485272;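 active = percent inhibition above a cutoff equal to the mean of all tested compounds plus 3 SD, cut at about 15% in these data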;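 also: 0% = PAD4 with RCA probe and DMSO and 100% = probe without PAD4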
GSTO1 inh: blocks human GSTO1 in RBBP9 counter-screen; 300,000 tested, 1.1% active; AID 1974; inhibition, % at 5.96 µM; recombinant GSTO1, activity-based probe fluorescence polarization;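 active = inhibition above the campaign mean inhibition plus 3 SD, cut at about 35% in these data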;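 also: 0% = GSTO1-1 with DMSO and 100% = wells lacking GSTO1-1 enzyme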
Target sequence (P78417 whole entry, looked up): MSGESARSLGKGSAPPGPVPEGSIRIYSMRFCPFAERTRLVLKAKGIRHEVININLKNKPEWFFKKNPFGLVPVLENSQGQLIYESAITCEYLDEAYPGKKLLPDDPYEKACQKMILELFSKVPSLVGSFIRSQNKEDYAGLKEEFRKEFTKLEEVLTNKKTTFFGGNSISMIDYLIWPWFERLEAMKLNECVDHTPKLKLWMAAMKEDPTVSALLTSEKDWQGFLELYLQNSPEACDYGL
pPAFAH inh: pPAFAH (human) enzyme inhibition; Q13093; 330,000 tested, 1.5% active; inhibition, % at 3.39 µM; recombinant pPAFAH, FP-rhodamine probe fluorescence polarization; AID 463082;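 active = inhibition above the mean inhibition across the screen plus 3 SD, cut at about 25% in these data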;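 also: inhibitors block binding of the rhodamine activity-based probe so polarization drops; 0% = enzyme with DMSO and 100% = wells lacking pPAFAH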
* hit, by the source's call; x = not tested or not shown. This is a subset, so the mix of outcomes need not match the whole.

1) Cc1cc2c(C)nc(N/N=C/c3ccc([N+](=O)[O-])cc3)nc2o1
2) CCCC(OC(=O)CC1Sc2ccccc2NC1=O)C(=O)NCc1ccco1 (centres undefined)
3) CC1=CCC2C(=O)N(c3nc4ccccc4n3C)C(=O)C2C1 (centres undefined)
4) CSc1ncccc1C(=O)OCC(=O)NC1CCS(=O)(=O)C1 (centres undefined)
5) N=c1c(-c2nc3ccccc3[nH]2)cc(C(=O)c2ccco2)nn1-c1ccccc1
6) Nc1ccc(N2CCN(c3cccc(Cl)c3)CC2)cc1
7) CC(C)N1CCN(Cc2cccn2-c2cccnc2)CC1CCO (centres undefined)
8) Nc1cc(C(=O)O)ccc1N1CCCCC1

Assay by compound,1,2,3,4,5,6,7,8
PAFAH1B3 inh,9,1,1,-3,5,9,-1,5
PME-1 inh,11,1,-13,0,3,1,1,-2
Fam108B counter,5,-8,-4,-2,-1,1,3,3
LYPLA1 inh,1,-7,-1,-3,-5,-4,-1,4
PAFAH2 inh,8,-3,4,6,0,2,1,19
PAFAH1B2 FP inh,-2,2,1,0,1,2,3,2
PAD4 FP inh,0,-9,4,-2,-6,0,-4,-1
GSTO1 inh,-2,-1,5,11,4,6,7,19
pPAFAH inh,10,7,2,-4,11,15,0,18

9) Cc1nc2nc(C)c(CCC(=O)NC(C)c3ccc4c(c3)OCCO4)c(C)n2n1 (centres undefined)
10) Nc1cc(N)nc(SCC(=O)NCC2CCCO2)n1 (centres undefined)
11) CC(NS(=O)(=O)/C=C/c1ccccc1)C(=O)NCCc1ccc(S(N)(=O)=O)cc1 (centres undefined)
12) COP(=O)(OC)c1nc(-c2cccc3ccccc23)oc1N1CCOCC1
13) COc1cc(CNC2CCCc3ccccc32)cc(OC)c1OC (centres undefined)
14) CCOc1ccc(NC(=O)CCN2CCN(c3ccccc3OC)CC2)cc1
15) CCOc1ccc(NC(=S)N2CCc3cc(OC)c(OC)cc3C2COc2ccc3c(C)cc(=O)oc3c2)cc1 (centres undefined)
16) c1ccc(-n2ncc3c(NCc4ccc5c(c4)OCO5)ncnc32)cc1

Assay by compound,9,10,11,12,13,14,15,16
PAFAH1B3 inh,2,5,2,5,5,-1,-5,0
PME-1 inh,-1,-3,3,3,-2,3,-6,-5
Fam108B counter,2,1,4,8,0,-4,-2,-1
LYPLA1 inh,2,0,1,0,-2,0,-8,-3
PAFAH2 inh,2,-3,6,4,1,-6,-11,-6
PAFAH1B2 FP inh,1,7,4,0,-3,0,-2,0
PAD4 FP inh,0,0,-1,-4,-3,-2,-5,1
GSTO1 inh,2,-1,2,7,0,1,-10,-2
pPAFAH inh,1,3,7,-4,1,1,2,-1

17) Cc1ccc2c(c1)N(CC(=O)NCC1CCCO1)C(=O)CO2 (centres undefined)
18) CN(C)/N=C/c1ccc(/C=N/NC(N)=S)o1
19) COc1cccc(C(=O)N/N=c2\sc3ccccc3n2C)c1
20) Cc1nnc(SCc2cc(=O)[nH]c(Nc3nc(C)c4cc(C)c(C)cc4n3)n2)s1
21) COCCCNC(=O)CC1C[C@H](C(=O)N(C(C)C)C(C)C)[C@@]2(C)c3[nH]c4ccc(OC)cc4c3CCN2C1=O (some centres undefined)
22) CCN(Cc1ccncc1)C(=S)Nc1ccc(Cl)cc1
23) C/C(=N\OCc1ccc(C#N)cc1)c1ccc(S(=O)(=O)N(C)C)cc1
24) CCc1cc2cc(C)cc(C)c2nc1SCC(=O)NNC(=O)c1ccco1

Assay by compound,17,18,19,20,21,22,23,24
PAFAH1B3 inh,0,2,2,x,3,2,4,0
PME-1 inh,-7,-4,-7,-3,x,9,1,-1
Fam108B counter,1,-3,0,-7,x,4,-1,-2
LYPLA1 inh,-4,-2,-1,-3,x,0,7,0
PAFAH2 inh,3,2,15,x,-5,4,-1,1
PAFAH1B2 FP inh,-3,0,4,x,3,-1,7,-1
PAD4 FP inh,-1,-1,1,-6,1,0,2,4
GSTO1 inh,-3,3,-2,3,x,3,2,3
pPAFAH inh,0,6,5,-8,2,2,4,15

13 of the compounds above, with two lines to a compound:
Order of results: PAFAH1B3 inh, PME-1 inh, Fam108B counter, LYPLA1 inh, PAFAH2 inh, PAFAH1B2 FP inh, PAD4 FP inh, GSTO1 inh, pPAFAH inh
1	Cc1cc2c(C)nc(N/N=C/c3ccc([N+](=O)[O-])cc3)nc2o1
→ 9, 11, 5, 1, 8, -2, 0, -2, 10
2	CCCC(OC(=O)CC1Sc2ccccc2NC1=O)C(=O)NCc1ccco1 (centres undefined)
→ 1, 1, -8, -7, -3, 2, -9, -1, 7
3	CC1=CCC2C(=O)N(c3nc4ccccc4n3C)C(=O)C2C1 (centres undefined)
→ 1, -13, -4, -1, 4, 1, 4, 5, 2
4	CSc1ncccc1C(=O)OCC(=O)NC1CCS(=O)(=O)C1 (centres undefined)
→ -3, 0, -2, -3, 6, 0, -2, 11, -4
5	N=c1c(-c2nc3ccccc3[nH]2)cc(C(=O)c2ccco2)nn1-c1ccccc1
→ 5, 3, -1, -5, 0, 1, -6, 4, 11
6	Nc1ccc(N2CCN(c3cccc(Cl)c3)CC2)cc1
→ 9, 1, 1, -4, 2, 2, 0, 6, 15
7	CC(C)N1CCN(Cc2cccn2-c2cccnc2)CC1CCO (centres undefined)
→ -1, 1, 3, -1, 1, 3, -4, 7, 0
8	Nc1cc(C(=O)O)ccc1N1CCCCC1
→ 5, -2, 3, 4, 19, 2, -1, 19, 18
9	Cc1nc2nc(C)c(CCC(=O)NC(C)c3ccc4c(c3)OCCO4)c(C)n2n1 (centres undefined)
→ 2, -1, 2, 2, 2, 1, 0, 2, 1
10	Nc1cc(N)nc(SCC(=O)NCC2CCCO2)n1 (centres undefined)
→ 5, -3, 1, 0, -3, 7, 0, -1, 3
11	CC(NS(=O)(=O)/C=C/c1ccccc1)C(=O)NCCc1ccc(S(N)(=O)=O)cc1 (centres undefined)
→ 2, 3, 4, 1, 6, 4, -1, 2, 7
12	COP(=O)(OC)c1nc(-c2cccc3ccccc23)oc1N1CCOCC1
→ 5, 3, 8, 0, 4, 0, -4, 7, -4
13	COc1cc(CNC2CCCc3ccccc32)cc(OC)c1OC (centres undefined)
→ 5, -2, 0, -2, 1, -3, -3, 0, 1

The listing continues:
25) Cc1ccc(C(NC(=O)CN2C(=O)NC3(CCCC3)C2=O)c2ccccc2)cc1 (centres undefined)
26) COCNc1nc(OCC#N)nc(N(C)C)n1
27) COc1ccc2sc3ccccc3c(=O)c2c1
28) O=C(NC1CCCC1)C(c1ccco1)N(C(=O)c1ccco1)c1ccc(F)cc1 (centres undefined)
29) CC(C)(C)C(=O)/C=C(\N)c1ccncc1
30) Cc1ccc(C)n1Cc1ccccc1Cl

Assay by compound,25,26,27,28,29,30
PAFAH1B3 inh,3,9,7,11,5,6
PME-1 inh,-1,3,1,-6,-5,-3
Fam108B counter,x,0,-4,5,0,6
LYPLA1 inh,0,4,-4,2,-1,2
PAFAH2 inh,3,-10,-2,-3,6,3
PAFAH1B2 FP inh,2,3,1,-4,3,-1
PAD4 FP inh,-8,-3,0,1,3,-7
GSTO1 inh,x,0,7,0,-7,-4
pPAFAH inh,-1,5,5,3,-1,2
